KCNK9 block: KCNK9 potassium channel inhibitors, primary screen, HEK293 cells, thallium flux | FluxOR thallium flux fluorescence; active compounds read low | AID 488922, 2010 | 310,000 compounds, 1.2% hits | B-score at 10 µM;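 active = ratio B-score over 3 SD below the library mean, with starting fluorescence within 5 SD of its mean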;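 note: negative B-score means less thallium flux so channel inhibition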
Target sequence (Q9NPC2 whole entry, looked up): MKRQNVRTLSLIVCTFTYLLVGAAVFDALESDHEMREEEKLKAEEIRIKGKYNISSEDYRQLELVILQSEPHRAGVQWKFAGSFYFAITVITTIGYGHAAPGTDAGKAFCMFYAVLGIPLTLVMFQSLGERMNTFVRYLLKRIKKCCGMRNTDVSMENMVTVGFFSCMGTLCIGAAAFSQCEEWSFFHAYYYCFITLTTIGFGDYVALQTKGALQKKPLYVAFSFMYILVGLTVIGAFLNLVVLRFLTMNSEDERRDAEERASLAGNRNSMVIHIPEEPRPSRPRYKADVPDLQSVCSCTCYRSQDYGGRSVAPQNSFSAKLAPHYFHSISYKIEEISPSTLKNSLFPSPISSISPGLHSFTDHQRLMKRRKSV
hERG protect: hERG rescue from dofetilide block, primary screen, cell-based, CHO-hERG, FluxOR thallium flux, dofetilide IC70 | Voltage-gated inwardly rectifying potassium channel KCNH2 (Homo sapiens), Q12809 | dofetilide IC70 present | activation (rescue from dofetilide block), less the hit threshold, % at 10 µM | 310,000 compounds, 0.51% hits | AID 1511, 2009;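 active = activation above the mean of controls blocked by dofetilide plus 5 SD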;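 note: thallium influx through hERG after potassium depolarization seen as dye fluorescence rise; in these data hits start at about 4.7%; inactives centre near -7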
KCNQ1 inh: inhibitors of human KCNQ1 channel, primary screen, cell-based, thallium flux, high-throughput; Potassium voltage-gated channel subfamily KQT member 1 (Homo sapiens), P51787; CHO-K1 KCNQ1, FluxOR thallium flux fluorescence; active compounds read high; B-score at 10 µM; 310,000 compounds, 1.3% hits; AID 2642, 2010;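 active = compounds whose thallium flux B-score, printed positive for inhibition, exceeds three library SD while starting fluorescence stays within three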;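 note: channel opened by potassium depolarization with thallium stimulus after 20 min compound exposure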
RGS4 inh: RGS4 inhibitors, primary screen, cell-based, HEK293 M3R inducible RGS4, calcium flux | 310,000 compounds, 0.45% hits | B-score at 10 µM | AID 463165, 2010 | Regulator of G-protein signaling 4 (Homo sapiens), P49798 | Fluo-4 calcium flux; active compounds read high; triggered by carbachol at its EC20;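 active = B-score, a plate-corrected calcium signal, over three deviations above library mean, with baseline fluorescence within five deviations of library mean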;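 note: RGS4 expression induced by doxycycline in cells with stable M3 receptor; B-score is computed from the integrated fluorescence ratio over baseline after carbachol; higher B-score means a larger calcium signal and so more RGS4 inhibition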
Target sequence (P49798 whole entry, looked up): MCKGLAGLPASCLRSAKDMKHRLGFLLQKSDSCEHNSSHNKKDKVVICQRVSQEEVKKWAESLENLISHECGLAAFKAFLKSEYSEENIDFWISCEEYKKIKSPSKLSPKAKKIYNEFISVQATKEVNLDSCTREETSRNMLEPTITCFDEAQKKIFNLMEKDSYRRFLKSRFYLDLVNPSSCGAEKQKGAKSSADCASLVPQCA
GSK3B inh: human GSK3beta kinase inhibitors, primary screen, biochemical, cell-free homogeneous, HTS; 300,000 compounds, 0.038% hits; Glycogen synthase kinase-3 beta (Homo sapiens), P49841; activity score (negative = inhibition), % at 10 µM; GST-GSK3beta kinase, ADP-Glo luminescence, 60 min; active compounds read low; AID 2097, 2009;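 active = more than half of replicate wells score below -50%, meaning over 50% inhibition versus plate controls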;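 note: 0% = median DMSO wells and -100% = median GW8510 positive control wells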
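Test system: GST-fused GSK3beta enzyme, cell-free | Quantity: 1.6 ng GST-GSK3beta enzyme per well | Reagent: 25 µM ATP with peptide substrate | Schedule: 60 min enzyme reaction, room temperature | Signal: Luminescent ADP-Glo measurement of ADP formed | Read-out basis: Score relative to plate controls | Control set: DMSO and 20 µM GW8510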
KCNK3 inh: human KCNK3 channel inhibitors, primary screen, CHO cells, FluxOR thallium flux, B-score. Potassium channel subfamily K member 3 (Homo sapiens), O14649. FluxOR fluorescence; active compounds read low. B-score at 10 µM. 340,000 compounds, 0.84% hits;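 active = B-score under library mean minus 4 SD, starting fluorescence ratio at most library mean plus 5 SD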;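 note: more negative B-score means stronger inhibition of thallium flux through KCNK3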
RGS4 pot: RGS4 potentiators or activators, primary screen, cell-based, HEK293 M3R inducible RGS4, calcium flux. B-score at 10 µM. 310,000 compounds, 0.92% hits. carbachol calcium flux Fluo4; active compounds read low. AID 463111, 2010;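 active = B-score of the integrated calcium signal more than 4 SD below the library mean, with starting fluorescence not abnormally high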;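 note: negative B-score means reduced calcium response which marks RGS4 activation or potentiation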
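Reagent: ECmax carbachol challenge; Test system: M3R-expressing HEK293 line, RGS4 induced by doxycycline; Schedule: overnight RGS4 induction, 30 min dye load 37 °C, 20 min compound RT; Detection: calcium dye Fluo4 fluorescence; Read-out: Agonist-evoked peak-minus-minimum fluorescence over baseline, integrated ratio, B score.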
PolyA inhibitor: polyadenylation inhibitors in yeast reporter cells, primary screen, luminescence, S. cerevisiae | S. cerevisiae SKY197-pL101 polyadenylation reporter, beta-gal luminescence; efflux-impaired pdr1/pdr3 knockout yeast; score 100 = 6 SD above DMSO | calls only at 12 µM | 300,000 compounds, 0.02% hits;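 active = lowest replicate activity score at least 50, where 100 means six control SD above control mean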;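 note: yeast exposed to compound for 9 h at 30 °C; higher score means more reporter readthrough which indicates perturbed polyadenylation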
KCNQ1 act: potentiators or activators of KCNQ1 channel, primary screen, cell-based, thallium flux, high-throughput. Potassium voltage-gated channel subfamily KQT member 1 (Homo sapiens), P51787. CHO-K1 KCNQ1, thallium flux FluxOR fluorescence; active compounds read high. B-score at 10 µM. 310,000 compounds, 0.35% hits;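 active = fluorescence ratio B-score, a plate-corrected score, at least three library SD, with initial intensity B-score within 5 SD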
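Material: CHO-K1 cells stably expressing KCNQ1. Medium: assay buffer for compound exposure, DMSO matched across wells. Reagent: K+/Tl+ depolarizing stimulus. Compound dosing: single-concentration screen. Times: 37 °C overnight plating, 90-min dark dye load, 20-min compound pretreatment. Technique: FluxOR Tl+ flux fluorescence.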
Dyrk1A ADPGlo: rat Dyrk1A kinase inhibitors, primary screen, biochemical, single point, plate reader | inhibition, % at 12.5 µM | ADP-Glo luminescence, NFATc1 peptide | Dual specificity tyrosine-phosphorylation-regulated kinase 1A (Rattus norvegicus), Q63470 | 310,000 compounds, 0.43% hits; in the data active = inhibition above about 50%;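 note: plate controls were vehicle with enzyme for no effect and no enzyme for full effect; many of its hits are not listed in these tables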
GSK3A inh: blockers of GSK3A enzyme activity – biochemical, luminescence, cell-free homogeneous, HTS, primary screen. GSK-3 alpha kinase, ADP-Glo luminescence, 60 min. inhibition, % at 10 µM. Glycogen synthase kinase-3 alpha (Homo sapiens), P49840. AID 2650, 2010. 320,000 compounds, 0.1% hits;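 in the data active = inhibition above about 50%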;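 note: GST-tagged GSK-3 alpha with peptide substrate and 25 µM ATP; 0% = DMSO neutral wells and 100% = GW8510 positive control wells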
Target sequence (P49840 whole entry, looked up): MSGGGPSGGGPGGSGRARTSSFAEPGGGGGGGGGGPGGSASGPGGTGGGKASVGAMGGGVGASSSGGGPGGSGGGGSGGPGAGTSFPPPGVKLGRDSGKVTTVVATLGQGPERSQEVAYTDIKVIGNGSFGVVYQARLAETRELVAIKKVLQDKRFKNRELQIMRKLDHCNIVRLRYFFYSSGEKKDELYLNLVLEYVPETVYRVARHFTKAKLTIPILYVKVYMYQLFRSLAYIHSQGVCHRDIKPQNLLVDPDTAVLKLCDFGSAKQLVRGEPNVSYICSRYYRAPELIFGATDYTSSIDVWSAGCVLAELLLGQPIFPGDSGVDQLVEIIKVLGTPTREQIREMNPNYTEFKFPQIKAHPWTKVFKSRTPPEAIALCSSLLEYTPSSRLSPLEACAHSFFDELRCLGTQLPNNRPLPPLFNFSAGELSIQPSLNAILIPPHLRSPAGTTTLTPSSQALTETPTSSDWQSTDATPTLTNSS
* hit, by the source's call; i = inactive; . = no result given. Not all compounds are listed. The share of hits here may be higher or lower than overall.

SMILES	KCNK9 block	hERG protect	KCNQ1 inh	RGS4 inh	GSK3B inh	KCNK3 inh	RGS4 pot	PolyA inhibitor	KCNQ1 act	Dyrk1A ADPGlo	GSK3A inh
CC(NC(=O)C1CC=CCC1C(=O)O)C1CC2CCC1C2 (stereo not given)	i	2	i	i	0	i	i	i	i	5	-1
Cc1ccc(CNC(=O)CCCOc2cc(=O)n(C)c3ccccc23)o1	i	-6	i	i	1	i	i	i	i	5	-2
COC(=O)Cc1ccc(N(Cc2ccccc2F)S(=O)(=O)c2ccc(Cl)cc2)cc1	-12*	-17	i	i	-1	i	i	i	i	-2	-5
Cc1nc(-c2ccccc2)nc2[nH]ccc(=O)c12	i	-3	i	i	-2	i	i	i	i	1	0
COc1ccccc1NC(=O)NCCc1ccccc1	i	-9	i	i	3	i	i	.	i	-2	.
Cc1c(C(=O)N2CCC(C)CC2)oc2ccc3c(c12)C(O)CC1(CCCCC1)O3 (stereo not given)	i	-8	i	i	6	i	i	i	i	0	-1
CCOC(=O)c1c(SCC(=O)Nc2nc(C)cs2)nc(=O)[nH]c1C	i	0	i	i	5	i	i	i	i	-3	-1
Cc1ccnc(NC(=O)c2ccccc2NC(=O)c2ccccc2)c1	i	-6	i	i	-4	i	i	i	i	-4	1
COc1cccc2cc(-c3nnc(-c4ccccc4)o3)c(=O)oc12	i	-10	i	i	3	i	i	i	i	-2	-1
O=S(=O)(N/N=C/c1cccnc1)c1ccc(Cl)c(Cl)c1	i	-5	i	i	5	i	i	i	i	5	-4
COc1cccc(CNC(C)C(=O)Nc2ccc3c(c2)OCCO3)c1 (stereo not given)	i	-4	i	i	3	i	i	i	i	.	0
COc1ccc(-c2nn(-c3ccccc3)cc2C(=O)NCC2CCCO2)cc1 (stereo not given)	i	-15	i	i	1	i	i	i	i	2	-2
CCn1c(SCC(=O)N2CCCC2)nc2c1c(=O)n(C)c(=O)n2C	i	-7	i	i	-1	i	i	i	i	-1	1
COc1ccc(NC(=S)NNC(=O)c2ccccc2OC(F)F)cc1	i	-9	i	i	-2	i	i	i	i	10	-4
CCOC(=O)c1ccccc1NC(=O)c1ccc(F)cc1	i	-3	i	i	0	i	i	i	i	5	1
Cc1ccc2c(c1)N(C(=O)CCC(=O)NCCCN(C)Cc1ccccc1)CCO2	i	-2	i	i	3	i	i	i	i	3	-2
CC(C)(C)NS(=O)(=O)c1ccc(NC(=S)NC(=O)C2CC2)cc1	i	-7	i	i	-2	i	i	i	i	-8	6
Cn1c(NCc2c[nH]c3ccccc23)nc2ccccc21	i	-8	i	i	-4	i	i	i	i	-1	3
CCn1c(=NC(=O)CS(=O)(=O)c2ccccc2)sc2cccc(OC)c21	i	-18	i	i	-4	i	i	i	i	27	0
CC1CCN(S(=O)(=O)c2cccc(-c3nnc(-c4cccnc4)o3)c2)CC1	i	-14	i	i	2	i	i	i	i	2	-2
Cc1ccc(SCCN2C(=O)NC(C)(C)C2=O)cc1	i	-10	i	i	-2	i	i	i	i	0	-1
Nc1ccccc1C(=O)N/N=C1\C2CN3CCN(C2)CC1(c1ccccc1)C3	i	0	i	i	-4	i	i	i	i	12	-2
CCOc1ccc(C(=O)NCC(=O)Nc2ncccc2C)cc1OCC	i	-6	i	i	-4	i	i	i	i	-5	-2
C/C(=N\Nc1cccc(C(F)(F)F)c1)c1ccc(O)cc1	i	-16	i	i	.	i	i	i	i	4	.
COC(=O)NNC(=O)COc1ccc2ccccc2c1Br	i	-6	i	i	3	i	i	i	i	-6	0
COc1ccc(C(=O)N2CCc3cc(OC)c(OC)cc3C2c2ccc(OC)c(OC)c2)cc1OC (stereo not given)	i	-7	i	i	2	i	i	i	i	-5	-5
c1ccc2c(c1)CCN(c1nc3cc4c(cc3s1)OCCO4)C2	i	-7	i	i	3	i	i	i	i	-1	-2
CCN(Cc1ccncc1)C(=O)c1cc(COc2ccc(OC)cc2Cl)on1	i	-11	i	i	2	i	i	i	i	17	-1
Cc1cccc2sc(NC(=O)CSc3cn[nH]n3)nc12	i	-4	i	i	-1	i	i	i	i	5	0
CCN(CC)CCN(C(=O)C1=COCCO1)c1nc2ccc(C)cc2s1	i	-13	i	i	1	i	i	i	i	5	4
S=c1[nH]nc(-c2ccc(Cl)cc2Cl)n1Cc1ccccc1	i	-3	i	i	0	i	-7.8*	i	i	1	0
O=C(Cn1cncn1)NCc1cccc(OC(F)F)c1	i	-6	i	i	2	i	i	i	i	2	-2
CCOC(=O)c1c(-c2ccc(OC)cc2)csc1NC(=O)CNCc1ccco1	i	-19	i	i	2	i	i	i	i	3	-1
CC1=C(C(=O)OC(C)C)C(c2cccs2)n2ncnc2N1 (stereo not given)	i	-7	i	i	2	i	i	i	i	3	23
CCOC(=O)C(NC(=O)c1ccc(Cl)cc1Cl)(Nc1ccc(C)cc1)C(F)(F)F (stereo not given)	i	-11	i	i	-1	i	i	i	i	2	-2
CC(=O)Oc1ccc2ccccc2c1C(NC(=O)Cc1ccccc1)c1ccccc1Cl (stereo not given)	i	-2	i	i	0	i	i	i	i	2	-3
COc1ccc(C(=O)N/C(=C\c2cn(C)c3ccccc23)C(=O)N2CCN(C)CC2)cc1	i	-12	i	i	-2	i	i	i	i	4	-1
Cc1cc(-c2ccccc2)nc2oc(C(=O)NN)c(N)c12	i	-6	i	i	3	i	i	i	i	-3	1
O=C(CCCc1ccccc1)N=C1SC2CS(=O)(=O)CC2N1c1ccccc1 (stereo not given)	i	-5	i	i	4	i	i	i	i	1	-1
Cc1ccc(C)c(N2CCN(C(=O)CCS(=O)(=O)c3ccc4c(c3)NC(=O)CO4)CC2)c1	i	-7	i	i	-1	i	i	i	i	-2	-1
O=C1NNC(=O)C1c1ccccc1	i	-6	i	i	3	i	i	i	i	2	-7
COc1cc2c(cc1OC)C(c1ccccc1N)=NCC2	i	-6	i	i	-5	i	i	i	i	.	0
CCN(CC)C(=O)C1CC(=O)OC12CCCCC2 (stereo not given)	i	-6	i	i	-1	i	i	i	i	4	-1
NC(=O)C1CCN(C(=O)CCSc2ccc(Cl)cc2)CC1	i	-1	i	i	1	i	i	i	i	-1	-2
CC1(C)CC(c2nc(-c3ccc(Cl)cc3)cs2)CCS1 (stereo not given)	i	-10	9*	i	-2	i	i	i	i	-5	-2
COc1ccc(-n2c(SCC(=O)Nc3ccc4c(c3)OCO4)nc3c(c2=O)SCC3)cc1	i	-8	i	i	0	i	i	i	i	0	0
CSCC(C)N1CCC(n2nccc2NC(=O)CCCc2ccccc2)CC1 (stereo not given)	i	-17	i	i	-1	i	i	i	i	-5	5
O=C(CSc1nc2ccc(Cl)cc2[nH]1)NCCc1ccc(Cl)cc1	i	-2	i	i	0	i	i	i	i	-2	-1
O=c1cc([O-])[n+]2c3n1CCCN3CCC2	i	-3	i	i	-1	i	i	i	i	-8	-3
Clc1cc(Cl)c(OCCCCn2cncn2)c(Cl)c1	i	-3	i	i	1	i	i	i	i	3	2
O=C1CC(c2ccc(F)cc2)Cc2nc(NCc3ccco3)ncc21 (stereo not given)	i	-1	i	i	0	i	i	i	i	-5	-6
COC(=O)c1ccc(/C=N/Nc2nc(-c3ccc(C)cc3)cs2)cc1	i	-6	i	i	-1	i	i	i	i	-5	0
O=C1N=c2ccccc2=C1c1sc(NS(=O)(=O)c2ccccc2)nc1O	i	-19	i	i	-1	i	i	i	i	3	-3
C=CCOC(=O)C1=C[C@H](c2ccc(C(F)(F)F)cc2)[C@@H](CCCO)[C@H](OCC)O1	i	1	i	i	3	i	i	i	i	6	-4
COc1cccc(CNC(=O)CCCc2nnc3n(C)c(=O)c4sccc4n23)c1	i	-9	i	i	3	i	i	i	i	0	0
CC(=O)c1cccc(NC(=O)C(CC(C)C)NC(=O)C2CCCCC2)c1 (stereo not given)	i	-11	i	i	-1	i	i	i	i	3	-1
Cc1cn2c(N)c(C=C3C=C(Cl)C(=O)C(Cl)=C3)c(=O)nc2s1	i	-27	i	i	0	i	i	i	i	42	.
COc1ccc(C(=O)Nc2sc(C(=O)N(C)C)c(C)c2C#N)cc1[N+](=O)[O-]	i	-9	i	i	-4	i	i	i	i	2	-1
COc1ccccc1C1/C(=C(/O)c2ccc(C)cc2)C(=O)C(=O)N1CCN1CCOCC1 (stereo not given)	i	-14	i	i	-1	i	i	i	i	3	0
O=C(Cn1nnc2ccccc2c1=O)NCc1ccco1	i	-6	i	i	-1	i	i	i	i	-2	-2
CC1Cc2ccccc2N1C(=S)NC(=O)c1ccco1 (stereo not given)	i	6.7*	i	i	0	i	i	i	i	2	-4
Fc1ccccc1-c1n[nH]c(=S)n1C1CC1	i	-2	i	i	2	i	i	i	i	-7	-1
CC(C)C(=O)Nc1ccc(C(=O)NNC(=O)c2ccco2)cc1	i	-7	i	i	1	i	i	i	i	3	.
